# TEAD-YAP block: TEAD-YAP interaction inhibition | HEK-TIYL cells, TEAD-Gal4/YAP UAS-luciferase luminescence | inhibition, % at 9.12 µM | actives 1.4% (n = 640,000); in the data active = inhibition above about 32%;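 note: 0% = median of test compound wells and 100% = reference inhibitor wells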
# MITF primary: human MITF inhibition, primary screen; O75030; AlphaScreen MITF homodimerization, bead proximity signal; inhibition, % at 2.6 µM; actives 0.91% (n = 650,000); in the data active = inhibition above about 50%;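 note: 0% = vehicle wells with protein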
# GPR151 activ: human GPR151 activation; Q8TDV0; PathHunter beta-arrestin GPR151 cells, luminescence; activation, % at 11.2 µM; actives 1% (n = 650,000); in the data active = activation above about 4.9%;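 note: 0% = median of compound wells and 100% = cells with positive control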
# FBW7 activator: activators of human E3 ligase FBW7 | AID 1259310 | Q969H0 | actives 0.13% (n = 650,000) | normalized activity (activation), % at 26.1 µM | AlphaScreen FBW7–phospho-cyclin E peptide binding, activator screen; in the data active = normalized activity above about 1.9%;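 note: purified mutant Fbw7 with reduced substrate affinity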
# Target sequence (Q969H0 whole entry, looked up): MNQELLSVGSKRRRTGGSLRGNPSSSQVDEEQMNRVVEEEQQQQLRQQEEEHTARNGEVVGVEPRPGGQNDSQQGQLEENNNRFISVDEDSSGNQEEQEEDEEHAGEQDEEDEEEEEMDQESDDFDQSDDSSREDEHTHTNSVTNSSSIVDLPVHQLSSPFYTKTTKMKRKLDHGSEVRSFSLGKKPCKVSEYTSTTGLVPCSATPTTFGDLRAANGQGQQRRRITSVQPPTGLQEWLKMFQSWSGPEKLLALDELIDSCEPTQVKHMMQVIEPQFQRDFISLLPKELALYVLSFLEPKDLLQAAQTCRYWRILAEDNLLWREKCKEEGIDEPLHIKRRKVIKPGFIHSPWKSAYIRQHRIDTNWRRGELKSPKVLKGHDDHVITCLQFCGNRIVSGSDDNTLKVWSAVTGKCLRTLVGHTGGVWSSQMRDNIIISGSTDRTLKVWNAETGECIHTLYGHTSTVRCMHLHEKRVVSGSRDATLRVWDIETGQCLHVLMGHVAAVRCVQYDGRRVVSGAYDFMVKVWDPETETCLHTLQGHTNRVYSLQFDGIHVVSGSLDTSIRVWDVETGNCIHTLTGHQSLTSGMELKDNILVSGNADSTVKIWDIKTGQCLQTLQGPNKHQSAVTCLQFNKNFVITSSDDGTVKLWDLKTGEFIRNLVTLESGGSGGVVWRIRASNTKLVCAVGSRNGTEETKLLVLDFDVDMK
# Numbers without * were called inactive.
[1] CCCOC(=O)c1cc(-c2ccc(/C=C3/C(=O)N(C)C(=O)C(C#N)=C3C)o2)ccc1Cl
[2] C=CCn1c(=NC(=O)c2cccs2)sc2cc(S(N)(=O)=O)ccc21
[3] CC12CCC(C(=O)n3c1nc1ccccc13)C2(C)C (stereo unspecified)
[4] CCNC(=O)c1cc2c(=O)n3ccccc3nc2n(CC)c1=N
[5] CCCCNC(=O)c1ccc(S(=O)(=O)c2ccc(Cl)cc2)c(NC(C)=O)c1
Compound,1,2,3,4,5
TEAD-YAP block,-10,-13,-8,1,-1
MITF primary,-3,6,3,10,9
GPR151 activ,-1.6,-1.9,-0.6,0.4,0.3
FBW7 activator,-0.1,0.1,-0.2,-0.2,0.1

[6] COc1ccc(C)cc1NC(=O)C(=O)NCc1ccco1
[7] O=C(Nc1c2c(nn1-c1ccc([N+](=O)[O-])cc1)CSC2)c1cccc(Br)c1
[8] C/C(Cn1nnc2ccccc21)=N\NC(=O)c1ccccc1
[9] CC(=O)c1cccc(NC(=O)NNC(=O)c2cccc(OCC(C)C)c2)c1
[10] CC(C)c1nc2ccccc2c2nnc(SCC(=O)N3CCCCC3)n12
Compound,6,7,8,9,10
TEAD-YAP block,2,-3,-54,20,0
MITF primary,8,14,1,-5,22
GPR151 activ,-0.9,0.0,-1.7,-0.7,1.3
FBW7 activator,0.0,0.3,-0.1,0.1,0.1

# A portion of the results above, for reference:
[2] C=CCn1c(=NC(=O)c2cccs2)sc2cc(S(N)(=O)=O)ccc21
[3] CC12CCC(C(=O)n3c1nc1ccccc13)C2(C)C (stereo unspecified)
[4] CCNC(=O)c1cc2c(=O)n3ccccc3nc2n(CC)c1=N
[5] CCCCNC(=O)c1ccc(S(=O)(=O)c2ccc(Cl)cc2)c(NC(C)=O)c1
[6] COc1ccc(C)cc1NC(=O)C(=O)NCc1ccco1
[7] O=C(Nc1c2c(nn1-c1ccc([N+](=O)[O-])cc1)CSC2)c1cccc(Br)c1
[8] C/C(Cn1nnc2ccccc21)=N\NC(=O)c1ccccc1
Compound,2,3,4,5,6,7,8
TEAD-YAP block,-13,-8,1,-1,2,-3,-54
MITF primary,6,3,10,9,8,14,1
GPR151 activ,-1.9,-0.6,0.4,0.3,-0.9,0.0,-1.7
FBW7 activator,0.1,-0.2,-0.2,0.1,0.0,0.3,-0.1

# Following part
[11] CCOC(=O)Nc1ccc(F)c(Cl)c1
[12] COc1cc(NS(=O)(=O)c2ccc(F)cc2)c(OC)cc1Cl
[13] COc1ccc(NC(=O)CCCSc2nc(N)c3c(C)c(C)sc3n2)cc1
[14] O=C1NC(=S)N(c2cccc(Cl)c2)C(=O)/C1=C\c1ccoc1
[15] Cc1ccc(O)c(NC(=O)c2nn3cccnc3c2Cl)c1
Compound,11,12,13,14,15
TEAD-YAP block,-6,11,-3,0,-9
MITF primary,14,14,8,46,-6
GPR151 activ,-0.9,-0.1,0.4,-2.1,-0.3
FBW7 activator,0.1,0.1,0.9,0.1,0.0

[16] CC(=O)N1CCc2cc(S(=O)(=O)Nc3ccc(C)c(F)c3)ccc21
[17] O=C(Nc1nnc(-c2cccs2)o1)c1nc2ccccc2s1
[18] CCOc1ccc(-n2c(SCC(=O)Nc3nccs3)nnc2-c2cccnc2)cc1
[19] Cc1ccc(C(=O)Nc2ccc3nc(SCC(=O)Nc4ccc(C(C)C)cc4)sc3c2)cc1
[20] N#Cc1ccccc1CSc1nc(N)cc(=O)[nH]1
Compound,16,17,18,19,20
TEAD-YAP block,16,-3,1,4,4
MITF primary,-5,10,17,7,-4
GPR151 activ,1.1,0.0,0.4,-0.1,-1.1
FBW7 activator,-0.3,0.0,0.8,0.0,-0.1

[21] Cc1cccc(-n2ncc3c(NCCc4c[nH]c5ccccc45)ncnc32)c1
[22] CC1CC(C)CN(c2cc3c(cc2[N+](=O)[O-])C(=O)N(c2ccccc2)C3=O)C1 (stereo unspecified)
[23] CSc1ccccc1N1C(=O)[C@@H]2C[C@H]1CN2C(=O)CCc1ccc2c(c1)OCO2
[24] Cc1ccc([N+](=O)[O-])cc1S(=O)(=O)Nc1ccc(-c2cn3cccc(C)c3n2)cc1
[25] COc1ccc(C2(O)CSC3=C(C#N)C(c4ccc(F)cc4)CC(=O)N32)cc1OC (stereo unspecified)
Compound,21,22,23,24,25
TEAD-YAP block,10,-8,-1,-16,-4
MITF primary,4,-6,0,14,6
GPR151 activ,1.6,-1.1,0.2,0.3,0.4
FBW7 activator,0.0,0.0,0.0,-0.1,-0.1

[26] CCOc1ccc(NCC(O)COc2ccc(OCC(O)CNc3ccc(OCC)cc3)cc2)cc1 (stereo unspecified)
[27] FC(F)(F)c1ccccc1-n1cc[nH]c1=S
[28] COc1cc(CN2CCNC(=O)C2CC(=O)N2CCCN(C(C)=O)CC2)cc(OC)c1 (stereo unspecified)
[29] Cn1c(=O)c2c(nc(SCC(N)=O)n2Cc2cccc(Cl)c2)n(C)c1=O
[30] Cc1ccc2nc3cc([N+](=O)[O-])cc([N+](=O)[O-])c3cc2c1
Compound,26,27,28,29,30
TEAD-YAP block,7,2,-5,8,0
MITF primary,18,13,-4,14,4
GPR151 activ,1.1,1.1,2.7,-0.3,-0.5
FBW7 activator,0.2,-0.1,0.0,-0.2,-0.1

# Results in sequence from the list:
# TEAD-YAP block for entries 26 to 30: 7, 2, -5, 8, 0
# MITF primary for entries 26 to 30: 18, 13, -4, 14, 4
# FBW7 activator for entries 26 to 30: 0.2, -0.1, 0.0, -0.2, -0.1

# Other records.
[31] Cc1cc(C)nc(N2CCC(C(=O)NNC(=O)c3ccc(Cl)cc3)CC2)n1
[32] COc1ccc(CCNC(=O)c2ccc3nc(Oc4ccccc4)sc3c2)cc1
[33] O=[N+]([O-])c1cccc(CN2CCN(C3CCCC3)CC2)c1
[34] CCCNC(=O)Cn1c(=O)n(C)c2ccccc21
[35] COc1cc(NS(=O)(=O)c2ccc(F)cc2)ccc1N1CCCCC1=O
Compound,31,32,33,34,35
TEAD-YAP block,3,-5,3,-4,13
MITF primary,15,16,76*,-6,9
GPR151 activ,0.0,-1.5,0.1,-0.1,1.2
FBW7 activator,1.2,0.7,0.2,-0.2,0.5

[36] Cc1ccc(NC(=O)C23CCC(C)(C(=O)C2)C3(C)C)cc1Cl (stereo unspecified)
[37] O=C(Nc1ccc(Br)cc1)c1cccc(N2C(=O)c3ccc(C(=O)Nc4ccc(Br)cc4)cc3C2=O)c1
[38] Cc1cc(/C=C(\C#N)C(N)=O)c(C)n1-c1cc(Cl)cc(Cl)c1
[39] CCCN(CCC)S(=O)(=O)c1ccc(C(=O)Nc2sc3c(c2C(=O)OCC)CCC3)cc1
[40] Cc1cc(C)c(S(=O)(=O)NCC(=O)Nc2ccc(Br)cc2F)c(C)c1
Compound,36,37,38,39,40
TEAD-YAP block,2,-29,3,9,0
MITF primary,-11,-5,-16,9,9
GPR151 activ,0.8,0.6,-0.4,0.6,0.3
FBW7 activator,0.0,-0.1,-0.1,0.0,1.1

# Some entries already given, reduced to GPR151 activ and FBW7 activator:
no. | Molecule | GPR151 activ | FBW7 activator
35 | COc1cc(NS(=O)(=O)c2ccc(F)cc2)ccc1N1CCCCC1=O | 1.2 | 0.5
20 | N#Cc1ccccc1CSc1nc(N)cc(=O)[nH]1 | -1.1 | -0.1

# (listing goes on)
[41] Cc1ccc(C(C)C)cc1OCCOCCNC(C)(C)C
[42] COc1ccc(OCC(O)Cn2c(N(C)C)nc3c2c(=O)n(C)c(=O)n3C)cc1 (stereo unspecified)
[43] CC1(C)NC(=O)N(CCCCOc2ccccc2OCc2ccccc2)C1=O
[44] Cc1cccc(C(C)C)c1NC(=O)CN(c1cccc(F)c1)S(C)(=O)=O
[45] O=C(NC1CCN(Cc2ccccc2)CC1)c1ccc2nc(NC3CCN(Cc4ccccc4)CC3)sc2c1
Compound,41,42,43,44,45
TEAD-YAP block,9,6,-1,-12,21
MITF primary,41,-5,3,-3,-25
GPR151 activ,0.1,0.6,-0.7,0.0,-0.9
FBW7 activator,-0.1,-0.1,0.0,-0.3,0.0

[46] COc1ccc(C2NC(=O)c3ccccc3O2)cc1 (stereo unspecified)
[47] Cc1ccc(S(=O)(=O)N2CCCCCC2)c(C)c1C
[48] CCOc1cccc2c1OC(c1ccc(OC)c(OC)c1)N1N=C(c3cccc(OC)c3)CC21 (stereo unspecified)
[49] Cc1ccc(-n2nc3ccc(NC(=O)c4ccc([N+](=O)[O-])o4)cc3n2)cc1
[50] CCC1CCCCN1C(=S)NC(=O)c1cc(S(=O)(=O)N2CCOCC2)ccc1C (stereo unspecified)
Compound,46,47,48,49,50
TEAD-YAP block,-1,10,7,6,2
MITF primary,-5,9,-4,11,-9
GPR151 activ,1.5,1.2,-0.9,0.0,-1.6
FBW7 activator,-0.1,0.1,-0.1,0.3,0.2

[51] Cc1cc2c(o1)c1cnn(CC(=O)N(C)C)c(=O)c1n2C(C)C
[52] COc1ccc(-c2c(C#N)c(N)n3c(nc4ccccc43)c2C#N)cc1[N+](=O)[O-]
[53] O=C1c2ccccc2C(=O)N1/N=C1\CCCc2ccccc21
[54] CCOC(=O)C1(CC2CCCCO2)CCN(Cc2cnc(C)s2)CC1 (stereo unspecified)
[55] CC(=Nc1ccc(O)cc1)c1c(O)n(C)c(=O)[nH]c1=O
Compound,51,52,53,54,55
TEAD-YAP block,-11,-1,-4,-11,1
MITF primary,-10,-9,-7,19,3
GPR151 activ,1.9,-0.9,-0.1,-1.1,-0.2
FBW7 activator,-0.2,0.0,-0.1,-0.1,-0.4

[56] O=C(CSc1nc2ccccc2c(=O)n1CC1CCC(C(=O)NCc2ccccc2Cl)CC1)NCCc1ccccc1 (stereo unspecified)
[57] COc1ccccc1/C=C/C1=NC(=C\c2cc(Br)c(OC(C)=O)c(OC)c2)/C(=O)O1
[58] Cc1sc2nc(CN3CCOCC3)nc(Cl)c2c1C
[59] CC(=O)NC(=S)Nc1ccc(Br)cc1
[60] O=C1CCC(CCC(=O)N2CCC3(C=Cc4ccccc43)CC2)(Cc2ccc(Cl)cc2)N1 (stereo unspecified)
Compound,56,57,58,59,60
TEAD-YAP block,-5,7,0,-10,9
MITF primary,-12,-2,1,-3,-12
GPR151 activ,0.7,-1.8,-0.9,1.2,0.0
FBW7 activator,0.0,0.0,-0.1,-0.1,0.1

[61] COC(=O)c1nnn(CC(=O)Nc2ccc(Cl)cc2)c1C(=O)OC
[62] Cc1ccc(Nc2nc(-c3ccccc3)nc3ccccc23)cc1
[63] Cc1cccc(CSc2nc3[nH]ncc3c(=O)[nH]2)c1
[64] Cc1nc2ccccc2n1CC(O)COc1ccccc1 (stereo unspecified)
[65] Cc1ccc(SCC(=O)Nc2nnc(CCS(=O)(=O)c3ccc(C)cc3)s2)cc1
Compound,61,62,63,64,65
TEAD-YAP block,-4,16,-25,15,3
MITF primary,11,-5,16,-8,9
GPR151 activ,-0.5,0.4,-0.5,-1.2,-1.4
FBW7 activator,0.1,1.8,0.0,-0.2,0.2

[66] O=C1NCCCC1C1=NC(CO)(CO)CO1 (stereo unspecified)
[67] NC(=O)C1CCN(C(=O)CSc2nccc(-c3ccccc3)n2)CC1
[68] CN(C(=O)c1ccco1)c1nc(-c2ccc(F)cc2)cs1
[69] O=C(NCc1c(F)cccc1F)c1cnc2sccn2c1=O
[70] O=c1[nH]c(N2CCCC2)nc2c1CNCC2
[71] c1ccc2c(c1)OC1(CCCC1)N1N=C(c3ccc4c(c3)OCCO4)CC21 (stereo unspecified)
[72] CC1(C)CC(=O)c2cc3c(nc2C1)CC(C)(C)CC3=O
Compound,66,67,68,69,70,71,72
TEAD-YAP block,-7,1,-83,4,-5,-31,-1
MITF primary,-1,4,11,-5,-11,8,-5
GPR151 activ,-0.3,0.3,-0.7,-0.5,1.0,-1.0,-1.8
FBW7 activator,-0.3,0.0,0.0,-0.2,0.0,-0.1,-0.2

# High-throughput results (PubChem)

# Compounds were not picked by outcome; 3.4% or so of the library scored in one or more.
